MITF primary = blocks human microphthalmia-associated transcription factor; AlphaScreen MITF homodimerization, bead proximity signal; inhibition, % at 2.6 µM; 650,000 tested, 0.91% active; AID 1259374; in the data active = inhibition above about 50%;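 note: 0% = vehicle wells with protein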
FBW7 act = human FBW7 E3 ligase activation, primary screen. Q969H0. AlphaScreen FBW7–phospho-cyclin E peptide binding, activator screen. AID 1259310. 650,000 tested, 0.13% active. normalized activity (activation), % at 26.1 µM; in the data active = normalized activity above about 1.9%;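 note: purified mutant Fbw7 with reduced substrate affinity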
Target sequence (Q969H0 whole entry, looked up): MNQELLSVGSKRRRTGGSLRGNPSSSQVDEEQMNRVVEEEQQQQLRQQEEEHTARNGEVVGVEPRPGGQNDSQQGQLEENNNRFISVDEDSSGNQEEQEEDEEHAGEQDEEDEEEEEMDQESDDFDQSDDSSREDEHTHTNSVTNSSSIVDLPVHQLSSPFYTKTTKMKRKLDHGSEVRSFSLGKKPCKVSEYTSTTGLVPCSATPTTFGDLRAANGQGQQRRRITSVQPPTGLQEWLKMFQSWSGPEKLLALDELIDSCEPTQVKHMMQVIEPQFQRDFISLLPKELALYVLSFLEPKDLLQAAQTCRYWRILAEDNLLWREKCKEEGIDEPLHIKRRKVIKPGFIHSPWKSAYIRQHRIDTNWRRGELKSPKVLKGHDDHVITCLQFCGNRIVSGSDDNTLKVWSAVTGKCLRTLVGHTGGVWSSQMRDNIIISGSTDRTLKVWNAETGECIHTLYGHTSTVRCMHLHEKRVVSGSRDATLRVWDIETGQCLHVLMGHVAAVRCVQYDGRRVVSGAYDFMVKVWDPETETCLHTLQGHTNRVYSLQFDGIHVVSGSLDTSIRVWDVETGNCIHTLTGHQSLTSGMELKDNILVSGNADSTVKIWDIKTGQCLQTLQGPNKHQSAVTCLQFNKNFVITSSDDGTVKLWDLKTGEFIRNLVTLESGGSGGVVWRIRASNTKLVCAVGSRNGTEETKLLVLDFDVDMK
GPR151 activ = human GPR151 activation. PathHunter beta-arrestin GPR151 cells, luminescence. activation, % at 11.2 µM. 650,000 tested, 1% active. AID 1508602; in the data active = activation above about 4.9%;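 note: 0% = median of compound wells and 100% = cells with positive control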
TEAD-YAP inh = TEAD-YAP interaction inhibition. 640,000 tested, 1.4% active. inhibition, % at 9.12 µM. HEK-TIYL cells, TEAD-Gal4/YAP UAS-luciferase luminescence. AID 1259422; in the data active = inhibition above about 32%;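 note: 0% = median of test compound wells and 100% = reference inhibitor wells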
Numbers without * were called inactive.

How did Cc1no[n+]([O-])c1COc1ccc(C=C2C(=O)NC(=O)NC2=O)cc1 do in these assays?
MITF primary: 4; FBW7 act: -0.1; GPR151 activ: 0.3; TEAD-YAP inh: 16

How did CCn1cc(CN2CCC(C3(C)NC(=O)N(Cc4ccc(F)cc4)C3=O)CC2)c(C)n1 (stereo not drawn) do in these assays?
MITF primary: -8; FBW7 act: -0.2; GPR151 activ: -1.4; TEAD-YAP inh: 4

How did CCOC(=O)N1CCC(NC(=O)C2CCCCN2S(=O)(=O)c2ccc(F)cc2)CC1 (stereo not drawn) do in these assays?
MITF primary: -5; FBW7 act: 0.4; GPR151 activ: 1.0; TEAD-YAP inh: -12

What do the screens show for `CC(C)N(C)C(=O)c1cnc2ccccn12`?
MITF primary: -3; FBW7 act: 0.0; GPR151 activ: 0.5; TEAD-YAP inh: 9

Results for COC(=O)c1ccc(NC(=O)/C(=C\c2ccccc2)NC(=O)c2ccco2)cc1 ?
MITF primary: 17; FBW7 act: 1.4; GPR151 activ: 0.1; TEAD-YAP inh: -2

How did CCN(CC)S(=O)(=O)c1ccc(C(=O)Nc2sccc2C(N)=O)cc1 do in these assays?
MITF primary: 15; FBW7 act: 0.1; GPR151 activ: -1.0; TEAD-YAP inh: -33

How did CCN(CC)CCNCc1c(C(=O)N2CCCC2)nc2ccccn12 do in these assays?
MITF primary: 4; FBW7 act: -0.2; GPR151 activ: 0.5; TEAD-YAP inh: 10

What do the screens show for `Cc1cc(C)cc(C(=O)Oc2cc(C)[nH]c(=O)c2[N+](=O)[O-])c1`?
MITF primary: 5; FBW7 act: 0.0; GPR151 activ: 0.4; TEAD-YAP inh: 4

How did Cc1ccc(C)c(N(CC(=O)N(C)Cc2ccccc2)S(C)(=O)=O)c1 do in these assays?
MITF primary: -4; FBW7 act: 0.2; GPR151 activ: 0.0; TEAD-YAP inh: -6

How did O=C1/C(=N/NC(=O)C2CC2)c2cccc3cccc1c23 do in these assays?
MITF primary: -5; FBW7 act: 0.0; GPR151 activ: 0.0; TEAD-YAP inh: -26

What do the screens show for `COCc1ccc(C(=O)NCc2nnc3n2CCN(Cc2c(F)cccc2F)CC3)o1`?
MITF primary: -2; FBW7 act: -0.1; GPR151 activ: 0.1; TEAD-YAP inh: 3

Results for CCCCCCCC/C=C\CCCCCCCC(=O)N[C@@H](CO)C(=O)O ?
MITF primary: 7; GPR151 activ: -0.6

What do the screens show for `COc1ccc2nc3oc(C(=O)Nc4cnc5ccccc5c4)cc3cc2c1`?
MITF primary: 9; FBW7 act: -0.1; GPR151 activ: 0.2; TEAD-YAP inh: -13

Results for COc1ccc(Cl)cc1NC(=O)C(C)N(c1ccccc1)S(C)(=O)=O (stereo not drawn) ?
MITF primary: -3; FBW7 act: -0.1; GPR151 activ: -0.3; TEAD-YAP inh: 1

Results for COc1ccc(-c2nnc(-c3ccc4c(c3)OCO4)o2)c(OC)c1OC ?
MITF primary: 2; FBW7 act: -0.2; GPR151 activ: 0.0; TEAD-YAP inh: -29

How did N#Cc1cc2cc3c(cc2nc1NCCCNC(=O)c1cccs1)OCO3 do in these assays?
MITF primary: -24; FBW7 act: 0.1; GPR151 activ: 0.5; TEAD-YAP inh: -1

Results for O=C(N[C@@H]1CCN(C(=O)c2cnccc2Nc2ccc(Cl)c(F)c2)C1)c1ccccn1 ?
MITF primary: -9; FBW7 act: -0.2; GPR151 activ: -1.4; TEAD-YAP inh: -5

How did Cc1nnc(SCc2cccc(Oc3ccccc3)c2)n1N do in these assays?
MITF primary: 0; FBW7 act: 0.1; GPR151 activ: -1.2; TEAD-YAP inh: -12

How did C/C(CC(=O)Nc1ccc(C)cc1)=N\NC(=O)C(=O)Nc1cccc(Cl)c1C do in these assays?
MITF primary: -2; FBW7 act: 0.3; GPR151 activ: -1.6; TEAD-YAP inh: 8

Results for Nc1ncnc(NCCc2ccccc2)c1[N+](=O)[O-] ?
MITF primary: 2; FBW7 act: -0.1; GPR151 activ: -5.1; TEAD-YAP inh: 2

Results for COc1ccc2c(c1)COC1(CCN(C(=O)CC(C)CC(=O)O)CC1)O2 (stereo not drawn) ?
MITF primary: -5; FBW7 act: -0.2; GPR151 activ: -0.1; TEAD-YAP inh: -9

What do the screens show for `O=C(CN1C(=O)/C(=C\c2cccs2)SC1=S)Nc1ccccc1O`?
MITF primary: 0; FBW7 act: 0.0; GPR151 activ: -0.1; TEAD-YAP inh: 11

How did CCOC(=O)C(Cc1ccc(NC(=O)/C(=C/c2ccccc2)NC(C)=O)cc1)N1C(=O)c2ccccc2C1=O (stereo not drawn) do in these assays?
MITF primary: -1; FBW7 act: 0.0; GPR151 activ: 0.4; TEAD-YAP inh: 5

What do the screens show for `O=C(NCCc1ccccc1)NCC1CN(c2ccccc2)C(=O)O1` (stereo not drawn)?
MITF primary: -6; FBW7 act: 0.3; GPR151 activ: -1.8; TEAD-YAP inh: 1

What do the screens show for `CC(=O)NC(CC(C)C)c1nnc2n1CCN(Cc1ccc3cccnc3c1)CC2` (stereo not drawn)?
MITF primary: -7; FBW7 act: 0.1; GPR151 activ: -0.4; TEAD-YAP inh: 5

Results for CCCCc1ccc(N2C(=NC(C)=O)SC3CS(=O)(=O)CC32)cc1 (stereo not drawn) ?
MITF primary: 9; FBW7 act: 0.5; GPR151 activ: 0.9; TEAD-YAP inh: 0

How did CCN1CCN(C(=S)Nc2ccc(C)c(Cl)c2)CC1 do in these assays?
MITF primary: -7; FBW7 act: -0.1; GPR151 activ: 1.0; TEAD-YAP inh: -4

Results for CN(C(=O)C1CCN(C(=O)C(C)(C)C)CC1)C(c1ccc(F)cc1)c1ccccn1 (stereo not drawn) ?
MITF primary: -22; FBW7 act: -0.3; GPR151 activ: -0.8; TEAD-YAP inh: -2

How did COc1ccc(/C=C(\C#N)C(=O)Nc2nc(OC)cc(OC)n2)cc1 do in these assays?
MITF primary: 1; FBW7 act: 0.1; GPR151 activ: 0.7; TEAD-YAP inh: 1

Results for O=S(=O)(c1cccs1)N1CCN(Cc2csc(-c3ccccc3)n2)CC1 ?
MITF primary: 12; FBW7 act: 0.3; GPR151 activ: -0.6; TEAD-YAP inh: -11

Results for COc1ccc(C(=O)CCNc2cccc(C)c2)cc1 ?
MITF primary: 10; FBW7 act: 0.1; GPR151 activ: -1.0; TEAD-YAP inh: -41

What do the screens show for `COC(=O)c1sccc1NC(=S)N(C)CCC#N`?
MITF primary: -8; FBW7 act: -0.2; GPR151 activ: 1.9; TEAD-YAP inh: -5

Results for CC(=O)Nc1ccc(NS(=O)(=O)c2cc3[nH]c(=O)c(=O)[nH]c3cc2C)cc1 ?
MITF primary: 12; FBW7 act: 0.1; GPR151 activ: 1.6; TEAD-YAP inh: -1

Results for CC1CC(C)CN(C(=O)c2ccc(CS(=O)(=O)Cc3ccc(F)cc3)o2)C1 (stereo not drawn) ?
MITF primary: 8; FBW7 act: 0.2; GPR151 activ: 0.2; TEAD-YAP inh: -2

How did COc1ccccc1C(=O)NC(=S)Nc1ccc(C)cc1O do in these assays?
MITF primary: 12; FBW7 act: -0.1; GPR151 activ: 0.4; TEAD-YAP inh: -58

What do the screens show for `Cc1ccccc1NS(=O)(=O)c1ccc(Cl)cc1`?
MITF primary: 14; FBW7 act: 0.1; GPR151 activ: -1.4; TEAD-YAP inh: -2

2 compounds picked at random from the list so far:
Results for COc1ccc(C(=O)CCNc2cccc(C)c2)cc1 ?
MITF primary: 10; FBW7 act: 0.1; GPR151 activ: -1.0; TEAD-YAP inh: -41

How did CCN1CCN(C(=S)Nc2ccc(C)c(Cl)c2)CC1 do in these assays?
MITF primary: -7; FBW7 act: -0.1; GPR151 activ: 1.0; TEAD-YAP inh: -4

(further entries)
How did Cc1cc(C)c(OCCOCCN2CCCC2)c(C)c1 do in these assays?
MITF primary: 1; FBW7 act: 0.1; GPR151 activ: 0.1; TEAD-YAP inh: 8

How did CSCCC(NC(N)=O)C(=O)Nc1ccc(F)c(Cl)c1 (stereo not drawn) do in these assays?
MITF primary: -4; FBW7 act: -0.1; GPR151 activ: 0.6; TEAD-YAP inh: 0

What do the screens show for `C=C(C)CCC(C)N1CCC(Oc2cccc(C(=O)NCc3ccccn3)c2)CC1` (stereo not drawn)?
MITF primary: 5; FBW7 act: 0.9; GPR151 activ: -1.1; TEAD-YAP inh: 5

How did CCOCCCN1C(=O)C2C(C(=O)Nc3ccc(C)c(Cl)c3)C3C=CC2(O3)C1C(=O)NC1CCCC(C)C1C (stereo not drawn) do in these assays?
MITF primary: -4; FBW7 act: -0.2; GPR151 activ: 0.1; TEAD-YAP inh: -2

How did Cn1c(=O)c2c(nc(Cl)n2CC(=O)c2ccccc2)n(C)c1=O do in these assays?
MITF primary: 9; FBW7 act: 0.2; GPR151 activ: 1.0; TEAD-YAP inh: 8

What do the screens show for `CC(C)(C)NC(=O)CN(C(=O)C(=O)Nc1ccc2c(c1)OCCO2)C1CC1`?
MITF primary: -15; FBW7 act: 0.0; GPR151 activ: 0.1; TEAD-YAP inh: 2

How did O=C(CCN1C(=O)c2ccccc2S1(=O)=O)N1C2CCC1CC(c1ccc(F)cc1)C2 (stereo not drawn) do in these assays?
MITF primary: -3; FBW7 act: -0.1; GPR151 activ: 0.5; TEAD-YAP inh: 2

Results for COc1ccc(C(=O)NC(=S)Nc2ccc(S(N)(=O)=O)cc2)cc1[N+](=O)[O-] ?
MITF primary: 1; FBW7 act: 0.0; GPR151 activ: 0.1; TEAD-YAP inh: 2

Results for O=C1Nc2ccccc2O/C1=C\c1ccc(C(=O)N2CCCC2)cc1 ?
MITF primary: 7; FBW7 act: 0.4; GPR151 activ: -1.4; TEAD-YAP inh: -15

What do the screens show for `O=C(CSc1ccncc1)N1CCC(CO)(CCc2ccccc2)CC1`?
MITF primary: -13; FBW7 act: 0.1; GPR151 activ: -1.1; TEAD-YAP inh: -5

What do the screens show for `Cc1ccccc1-n1nc([N+](=O)[O-])c(=NC2CCCCC2)n1O`?
MITF primary: 10; FBW7 act: -0.3; GPR151 activ: -0.9; TEAD-YAP inh: 5

Results for Cn1c(=O)c(=O)n(C)c2cc(S(=O)(=O)CCC(=O)NCc3ccccc3Cl)ccc21 ?
MITF primary: -1; FBW7 act: -0.1; GPR151 activ: -0.7; TEAD-YAP inh: -3

What do the screens show for `CC1=C(C(=O)OC2CCCCC2)C(c2ccc(Br)cc2)NC(=O)N1` (stereo not drawn)?
MITF primary: -4; FBW7 act: 0.0; GPR151 activ: 0.9; TEAD-YAP inh: -1

Results for CCN(CC)c1ccc(C2Oc3nc(SC)nnc3-c3ccccc3N2C(C)=O)c(OC)c1 (stereo not drawn) ?
MITF primary: 2; FBW7 act: 0.0; GPR151 activ: 0.7; TEAD-YAP inh: 15

How did O=C(CC1Nc2ccccc2NC1=O)Nc1ccccc1NC(=O)CC1Nc2ccccc2NC1=O (stereo not drawn) do in these assays?
MITF primary: 12; FBW7 act: 0.1; GPR151 activ: 0.8; TEAD-YAP inh: -3

Results for CCOc1cccc(/C=N\NC(=O)C2C(=O)NCC2c2ccccc2)c1O (stereo not drawn) ?
MITF primary: 10; FBW7 act: -0.6; GPR151 activ: 1.1; TEAD-YAP inh: 10

What do the screens show for `CC1CN(S(=O)(=O)c2cccc(C(=O)OCC(=O)c3cccs3)c2)CC(C)O1` (stereo not drawn)?
MITF primary: 7; FBW7 act: 0.2; GPR151 activ: -0.2; TEAD-YAP inh: -6

How did CCCN(CCC)S(=O)(=O)c1ccc(C(=O)N2c3ccccc3N3C(c4c(C)cc(C)cc4C)=NON23)cc1 do in these assays?
MITF primary: 2; FBW7 act: -0.1; GPR151 activ: -0.8; TEAD-YAP inh: 6

What do the screens show for `Cc1c(Cl)cccc1NC(=O)c1cc2nc(-c3ccc(Cl)cc3)cc(C(F)(F)F)n2n1`?
MITF primary: 7; FBW7 act: 0.0; GPR151 activ: -0.7; TEAD-YAP inh: 5

What do the screens show for `C=CCn1c(N(C)Cc2ccccc2)nc2c1c(=O)[nH]c(=O)n2C`?
MITF primary: 2; FBW7 act: -0.1; GPR151 activ: 0.5; TEAD-YAP inh: -9

How did Cc1cccc(OCC(=O)OCC(=O)c2ccc3c(c2)OCO3)c1 do in these assays?
MITF primary: 11; FBW7 act: 0.4; GPR151 activ: -0.9; TEAD-YAP inh: 1

How did NS(=O)(=O)c1ccc(CCNC(=O)CSc2nc3ccccc3c(=O)n2Cc2ccco2)cc1 do in these assays?
MITF primary: 1; FBW7 act: 0.0; GPR151 activ: -0.3; TEAD-YAP inh: -9

Structural class, those above with a thiophene ring, fused or not
How did CCN(CC)S(=O)(=O)c1ccc(C(=O)Nc2sccc2C(N)=O)cc1 do in these assays?
MITF primary: 15; FBW7 act: 0.1; GPR151 activ: -1.0; TEAD-YAP inh: -33

How did N#Cc1cc2cc3c(cc2nc1NCCCNC(=O)c1cccs1)OCO3 do in these assays?
MITF primary: -24; FBW7 act: 0.1; GPR151 activ: 0.5; TEAD-YAP inh: -1

What do the screens show for `O=C(CN1C(=O)/C(=C\c2cccs2)SC1=S)Nc1ccccc1O`?
MITF primary: 0; FBW7 act: 0.0; GPR151 activ: -0.1; TEAD-YAP inh: 11

Results for O=S(=O)(c1cccs1)N1CCN(Cc2csc(-c3ccccc3)n2)CC1 ?
MITF primary: 12; FBW7 act: 0.3; GPR151 activ: -0.6; TEAD-YAP inh: -11

What do the screens show for `COC(=O)c1sccc1NC(=S)N(C)CCC#N`?
MITF primary: -8; FBW7 act: -0.2; GPR151 activ: 1.9; TEAD-YAP inh: -5

What do the screens show for `CC1CN(S(=O)(=O)c2cccc(C(=O)OCC(=O)c3cccs3)c2)CC(C)O1` (stereo not drawn)?
MITF primary: 7; FBW7 act: 0.2; GPR151 activ: -0.2; TEAD-YAP inh: -6
